EBV gp42 inh – blocks Epstein-Barr virus glycoprotein 42 binding; Q1HVG2; Fluorescence polarization binding assay, mP read-out; inhibition, % (tested at 21.74 µM); actives 0.42% (n = 220,000); in the data active = inhibition above about 50%
Target sequence (Q1HVG2 whole entry, looked up): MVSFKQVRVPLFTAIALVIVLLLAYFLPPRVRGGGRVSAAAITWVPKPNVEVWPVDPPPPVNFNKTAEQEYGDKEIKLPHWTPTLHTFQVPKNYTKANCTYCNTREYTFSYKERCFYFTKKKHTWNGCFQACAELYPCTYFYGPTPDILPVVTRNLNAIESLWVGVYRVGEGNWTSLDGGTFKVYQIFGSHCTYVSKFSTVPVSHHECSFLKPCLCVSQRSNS
PPC-1+TRAIL kill – PPC-1 cancer cell killing with TRAIL present; PPC-1 cells + TRAIL, ATPLite viability luminescence; AID 1443; cell killing (% activity), % at 4 µM; actives 0.41% (n = 220,000);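 active = cell killing above 50% in the first pass at 4 µM, then a duplicate retest at 5 µM averaging 50% or more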;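 also: plate controls were cells with TRAIL plus DMSO for no effect and medium-only wells lacking cells for full effect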
Furin inh – blocks human furin protease activity; P09958; inhibition, % at 30 µM; AID 463115; purified furin, fluorogenic substrate cleavage; actives 0.061% (n = 220,000); in the data active = inhibition above about 25%; also: inactives centre near -15
KCC2 mod – modulates chloride dependent transport by human KCC2. Q9H2X9. actives 2.2% (n = 190,000). KCC2 cells, thallium flux FluoZin-2 fluorescence. B-score of Tl+ flux slope (higher = more flux/activation; lower = inhibition) at 10 µM. AID 1456;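 active = thallium flux slope and its plate-corrected score both differing from the plate sample mean at a set confidence after two filtering rounds, in either direction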;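 also: slope of fluorescence scaled to starting intensity during 10 to 20 s after thallium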
zfTRPN1 agonist – activates the zebrafish TRPN1 channel; HEK293 zebrafish TRPN1-YFP, Fluo-8 calcium fluorescence; 100% = response to 87 µM carbachol; activation, % at 3 µM; actives 0.18% (n = 220,000);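 active = activation above its plate's cutoff, the mean activation of test wells on that plate plus 3 SD, cut at about 19% in these data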;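 also: 0% = DMSO alone and 100% = 87 µM carbachol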
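Material: zebrafish TRPN1-YFP in HEK293 cells; Doses: single test compound dose, 3 µM nominal, 0.3% DMSO; Timing: dye loading 1 h at 37 °C, then 30 min room temperature; Technique: intracellular calcium fluorescence with Fluo-8; Benchmarks: high carbachol 87 µM, low DMSO alone.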
m-calpain inh – calpain II (pig) inhibition; purified calpain II, fluorogenic peptide substrate, 30 min; inhibition, % at 16 µM; actives 0.37% (n = 220,000); AID 1236;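 active = inhibition above about 50%, limit read from the data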
TbHK1 inh – blocks Trypanosoma brucei hexokinase 1 activity; recombinant TbHK1, G6PDH-coupled NADH A340; inhibition, % at 10 µM; actives 0.11% (n = 220,000); AID 1430;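 active = inhibition of 50% or more in the single-dose primary screen; inactive = inhibition below 50%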
thrombin 1536 – inhibitors of human thrombin; alpha-thrombin, Boc-VPR-AMC fluorogenic substrate cleavage; P00734; inhibition, % at 5 µM; AID 1046; actives 0.26% (n = 220,000);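 active = inhibition at or above 40%; inactive = inhibition below 40%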;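 also: 0% = enzyme with no compound and 100% = wells without enzyme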
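Material: human alpha-thrombin enzyme / Medium: pH 7.5 Tris (50 mM) with NaCl 150 mM, Tween 20 0.05% / Compound: single-point dosing at 5 µM, 0.2% DMSO / Incubation: enzyme reaction carried out at room temperature / Detection: AMC fluorescence, 355/460 nm / Read-out basis: percent inhibition scaled between no-compound controls and no-enzyme blanks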
TRPML3 agonist – agonists of human TRPML3 channel; actives 0.29% (n = 220,000); Q8TDD5; HEK293 TRPML3-YFP, Fluo-8 calcium fluorescence; 100% = the carbachol control signal; activation, % at 3 µM;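 active = activation above its plate's cutoff, the mean activation of the plate's test wells plus 3 SD, cut at about 12% in these data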;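 also: 0% = DMSO only wells and 100% = carbachol wells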
Target sequence (Q8TDD5 whole entry, looked up): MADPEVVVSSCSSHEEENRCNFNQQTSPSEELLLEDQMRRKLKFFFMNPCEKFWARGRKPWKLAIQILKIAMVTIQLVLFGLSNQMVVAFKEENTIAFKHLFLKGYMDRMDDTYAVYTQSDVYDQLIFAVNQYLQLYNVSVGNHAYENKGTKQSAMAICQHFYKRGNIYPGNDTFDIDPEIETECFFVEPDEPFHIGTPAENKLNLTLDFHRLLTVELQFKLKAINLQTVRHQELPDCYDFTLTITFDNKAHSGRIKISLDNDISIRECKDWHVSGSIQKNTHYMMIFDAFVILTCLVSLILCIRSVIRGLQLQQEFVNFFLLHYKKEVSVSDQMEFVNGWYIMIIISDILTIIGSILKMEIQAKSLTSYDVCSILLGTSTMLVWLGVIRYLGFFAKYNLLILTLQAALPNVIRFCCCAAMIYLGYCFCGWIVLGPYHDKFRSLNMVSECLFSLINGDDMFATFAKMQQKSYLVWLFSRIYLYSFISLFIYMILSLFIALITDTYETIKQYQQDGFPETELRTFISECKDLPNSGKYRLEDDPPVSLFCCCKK
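Test system: TRPML3-YFP stable HEK293 cells. Doses: single point at 3 µM. Incubation: dye loading 1 h 37 °C then 30 min ambient, 125 s read. Signal: Fluo-8 calcium dye fluorescence, ex 470-495, em 515-575 nm. Measure: percent activation from peak-to-basal fluorescence ratio, scaled between DMSO and carbachol.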
* marks the source's active call; other numbers are inactive results; i = inactive; / = not tested or not shown; [ ] = another dose, or the depositor's remark.

mol,EBV gp42 inh,PPC-1+TRAIL kill,Furin inh,KCC2 mod,zfTRPN1 agonist,m-calpain inh,TbHK1 inh,thrombin 1536,TRPML3 agonist
CC1CCCCN1CC(=O)Nc1sccc1C#N (centres undefined),-13.5,8.7,-4.7[20 µM],0.0621,0.1,-65.5,-10.9,2.2,0.5
COc1cccc(-c2nc3ccccc3s2)c1O,4.1,61.3*[5 µM],-11.8,/,1.2,-30.0,-15.6,-8.8,0.3
CCCn1c(SCC(=O)c2ccc3c(c2)OCCO3)n[nH]c1=O,-4.7,26.3,-31.9,0.857,-0.9,-8.0,-4.7,/,1.5
O=[N+]([O-])c1cccc2ccc(/C=C/c3ccc(C(F)(F)F)cc3)nc12,-9.3,27.2,-12.1,0.279,-0.4,13.6,0.8,-5.9,0.7
Cc1cc(C(=O)N/N=C/c2ccc(OC(=O)c3ccccc3Br)cc2)n[nH]1,-18.9,-5.1,-26.9,/,3.7,4.6,-2.1,-4.3,1.4
Cc1cc(NC(=O)/C=C/c2ccccc2Cl)no1,-4.4,4.2,-25.5,0.221,0.0,-2.3,-5.9,-5.7,0.8
O=c1c2cc(N3CCOCC3)ccc2[nH]c(=S)n1CCCN1CCCCC1,-22.5,-11.1,-6.6[20 µM],-1.12,0.8,i,-12.8,-5.3,-0.1
COc1cccc(OCCNC(=O)c2cccc(OC)c2)c1,-13.3,0.4,5.5[20 µM],-1.26,-1.1,4.3,-2.7,-7.8,0.0
O=C(CSc1ccc2nnc(-c3ccccn3)n2n1)NCc1ccco1,-2.9,/,-19.1,0.327,-0.3,-5.7,-9.3,-2.8,0.6
CCN(CC)C(=O)c1cc2c(=O)c3cc(Cl)ccc3oc2nc1C,-18.7,9.9,-19.1,-0.734,0.0,-6.0,-10.7,0.4,-0.1
NC(=O)CC(NC(=O)c1ccc(Br)cc1)c1ccc(N2CCN(c3ccc(F)cc3)CC2)c([N+](=O)[O-])c1 (centres undefined),-13.5,11.1,-29.7,1.62,/,-49.9,-14.6,1.4,/
CCCCN1CNC(=S)N(c2ccc(C(=O)OCC)cc2)C1,-5.5,-10.6,-4.1,0.348,-0.3,-6.1,-4.6,-5.5,0.1
Cc1cccc(OCC(O)CNC(=O)c2ccccc2C(=O)O)c1 (centres undefined),/,/,-17.4[20 µM],/,-0.2,/,-6.1,/,0.8
Cc1ccn2c(C(=O)CSc3ccc(Cl)cc3)c(C)nc2c1,-6.9,-7.3,-17.1[20 µM],/,0.8,21.8,-8.8,-4.3,0.1
COc1cc2c(C(=O)NC3CCCCCC3)cn(C)c(=O)c2cc1OC,-3.7,12.4,-9.7,0.752,0.5,7.0,-1.7,-3.9,0.9

Reprinted from the part before: 4 compounds, then new ones.
mol,EBV gp42 inh,PPC-1+TRAIL kill,Furin inh,KCC2 mod,zfTRPN1 agonist,m-calpain inh,TbHK1 inh,thrombin 1536,TRPML3 agonist
CCCCN1CNC(=S)N(c2ccc(C(=O)OCC)cc2)C1,-5.5,-10.6,-4.1,0.348,-0.3,-6.1,-4.6,-5.5,0.1
Cc1cccc(OCC(O)CNC(=O)c2ccccc2C(=O)O)c1 (centres undefined),/,/,-17.4[20 µM],/,-0.2,/,-6.1,/,0.8
Cc1ccn2c(C(=O)CSc3ccc(Cl)cc3)c(C)nc2c1,-6.9,-7.3,-17.1[20 µM],/,0.8,21.8,-8.8,-4.3,0.1
COc1cc2c(C(=O)NC3CCCCCC3)cn(C)c(=O)c2cc1OC,-3.7,12.4,-9.7,0.752,0.5,7.0,-1.7,-3.9,0.9
Cn1c(SCc2ccc(Br)cc2)nnc1-c1ccncc1,-13.5,-8.7,-19.9[20 µM],-0.325,-0.1,20.5,4.9,2.3,0.2
COc1ccccc1N(C)S(=O)(=O)c1ccc(C(=O)Nc2ccc(N3CCOCC3)cc2)cc1,-0.6,20.4,-4.4,-0.418,4.8,-10.8,-3.2,-9.1,3.6
N#Cc1cccc(-n2c(-c3ccccc3)nnc2-c2ccccc2)c1C#N,-15.7,25.7,-24.3[20 µM],-0.462,-0.6,-96.7,1.2,3.2,-0.6
CC(C)(C)c1ccc(C(=O)Nn2c(CCC(=O)O)ccc2-c2cccs2)cc1,-10.3,-6.3,-5.0[20 µM],-0.0679,0.2,-37.6,-1.3,-13.4,0.5
COC(=O)N1CCCc2cc(C)ccc21,-9.1,10.8,-23.7,0.21,0.8,-41.7,-0.8,-9.1,0.7
COC(=O)c1oc2ccc(Br)cc2c1NC(=O)CN1CCN(C)CC1,/,/,-19.1[20 µM],-0.466,-1.3,/,3.7,/,1.7
COC(C[C@H]1O[C@H]1[C@H](O)COCc1ccccc1)OC,-19.1,22.8,-17.3,-0.154,/,15.3,-8.5,-4.3,/
O=C1CN(C(=O)CSc2nnnn2-c2ccc(Cl)cc2)c2ccccc2N1,-2.9,19.8,-13.7,/,1.1,-37.4,7.0,-5.3,0.5
CC1c2[nH]c3ccccc3c2CCN1C(=O)Nc1ccccc1 (centres undefined),4.1,0.3,6.8[20 µM],-0.278,0.3,32.5,-5.9,10.2,0.2
Cc1c(-c2ccccc2)oc2c(C(=O)OCC(=O)Nc3cccc(F)c3)cccc2c1=O,-12.7,11.1,-13.6,-3.53,-0.3,-18.2,31.2,-0.9,0.6
O=C(CSc1nc2[nH]ncc2c(=O)[nH]1)NCc1ccc(F)cc1,-16.6,-5.2,-9.3,0.543,0.5,2.6,-4.7,-7.7,0.2
Cc1ccc(OC(=O)COc2ccccc2C)c(-n2nc3ccccc3n2)c1,1.6,12.9,-16.0[20 µM],/,-0.7,-0.5,-2.4,-0.4,-0.1
Cc1cc(C)c(C)c(S(=O)(=O)N[C@@H](C)C(=O)OCc2cc(=O)n3cc(Br)ccc3n2)c1C,21.5,7.4,-11.4,-1.08,-2.1,-71.8,-12.5,-6.2,-1.0
CCSc1nnc(NC(=O)CSc2nnc(-c3c[nH]c4ccccc34)n2CC)s1,-4.1,16.6,-32.6,/,1.1,-30.1,-3.2,-4.2,-0.1
O=C(c1cccnc1)N1CCc2ccccc21,-6.2,4.1,-6.0[20 µM],-0.321,-1.3,-25.0,-7.1,3.3,0.4
CCc1cc2c(=O)n(-c3ccccc3)cnc2s1,-14.4,26.6,-13.0[20 µM],0.635,0.4,-10.1,1.8,2.1,-0.6
CCOC(=O)CNC(=O)CNC(=O)c1ccc(OC)cc1,-10.2,-8.7,-16.0,0.351,0.4,-21.5,0.0,3.8,0.5
CCN(Cc1ccncc1)C(=O)c1cccs1,-19.6,13.8,-15.5,-1.1,2.0,-19.6,1.7,-4.8,0.9
CCOC(=O)c1c(C)[nH]c(C2=NNC(=Nc3ccccc3)SC2)c1C,-6.9,9.5,-3.2,1.8,0.4,-32.8,-25.8,-7.0,0.0
CCc1nnc(NC(=O)CSc2nc3cccnc3n2Cc2ccccc2)s1,-7.3,6.9,-16.8[20 µM],0.449,-0.7,-30.4,-2.4,3.0,1.1
C=CCOc1ccccc1C1C2=C(CC(C)(C)CC2=O)Nc2c1c(=O)n(C)c(=O)n2C (centres undefined),2.5,3.6,-16.3,0.393,0.2,-320.7,-11.6,-2.0,0.8
Cc1ccc(-c2ccc(CCC(=O)O)n2NC(=O)c2ccc([N+](=O)[O-])cc2)cc1,6.4,3.2,-5.8,0.779,-0.2,9.1,5.2,4.2,0.1
CC(C)c1ccc(OCc2ccc(C(=O)NN3CCN(C)CC3)o2)cc1,-2.1,6.8,-23.1,0.371,0.4,25.9,-1.3,-4.6,0.7
Cc1nnc(NC(=O)c2ccccc2Oc2ccccc2)s1,1.3,10.6,-17.1,0.771,-2.0,7.8,1.5,-9.0,-0.3
COc1ccc(NC(=O)N2CCC(Cc3ccccc3)CC2)cc1,-17.3,16.0,-28.7,-5.5*,-1.5,7.1,6.0,/,0.5
CC(C)(C)c1ccc(N/N=C(\C#N)S(=O)(=O)C(C)(C)C)cc1,-4.2,27.0,-8.8,-1.59,16.1,29.1,5.0,-8.5,7.9
CSc1nc(N)c(C#N)c(-c2ccccc2Cl)c1C#N,-5.5,20.8,-22.4,-0.451,3.8,21.7,1.6,-3.9,2.7
N=c1sccn1CC(=O)Nc1ccc(Cl)c(S(=O)(=O)N2CCOCC2)c1,-8.3,-13.8,-6.9[20 µM],0.00416,1.3,-41.9,0.0,0.2,0.8
O=C(NCc1ccccc1)c1ccc2c(=O)n(CCCN3CCCC3=O)c(=S)[nH]c2c1,-20.3,11.2,-10.1[20 µM],-1.92,-1.5,12.2,-11.8,5.0,0.4
Cc1cccc2nc(CSc3nnc(N)s3)cn12,-7.0,3.8,-26.7,0.032,-0.6,20.4,-11.7,-0.3,-0.3
CCOC(=O)C1=C(C)Nc2sc(C(=O)c3ccc(C)cc3)c(N)c2C1c1ccc(C(=O)OC)cc1 (centres undefined),-25.6,5.4,-23.6,-0.921,-0.7,-90.8,-21.6,-9.1,0.5
CN(C)CCCn1c(NC(=O)C2CCCCC2)nc2ccccc21,-21.2,9.5,-16.8[20 µM],/,0.5,7.8,-2.9,-4.6,0.0
O=C1c2ccccc2C(=O)N1CC1c2ccccc2CCN1C(=O)CN1CCOCC1 (centres undefined),7.5,9.9,-14.0,0.374,0.1,1.4,-1.9,0.0,0.2
C=CCSc1nnc(-c2nnc(SCC=C)n2-c2ccccc2)n1-c1ccccc1,3.5,23.9,-12.6[20 µM],0.0417,-1.0,17.8,1.0,-1.9,-0.7
COc1ccccc1NC(=O)N(CCN1CCOCC1)Cc1cc2cc(C)cc(C)c2[nH]c1=O,-11.6,1.1,-20.9,-0.0111,1.5,-8.0,-17.0,-3.4,0.6
O=C(CCSCc1ccc(Cl)cc1)NCc1ccco1,-3.1,10.1,-16.7,-1.31,-2.7,-20.4,5.7,-1.2,-2.1
CNc1ccccc1-c1nc2ccccc2n(C)c1=O,0.7,10.7,-3.1,/,-1.2,-25.7,-21.0,-4.2,-0.5
CSCc1cc(N2CCOCC2)nc(-c2ccccc2)n1,-4.2,6.1,-29.5,-0.0133,-1.9,-5.3,2.0,3.2,0.2
O=C(CSc1ncn(-c2ccccc2)n1)c1cccs1,-8.1,5.9,-10.2[20 µM],-0.304,2.4,7.3,-1.8,-0.8,-0.1
CCCC(=O)Nc1nnc(CCN2CCCCC2)s1,-6.5,7.4,-19.2[20 µM],-0.493,0.4,0.1,-4.5,3.4,-0.9
COc1ccc(NC(=O)CSc2nc(N)c3cc4c(nc3n2)CC(C)(C)OC4)cc1,-27.4,14.5,-20.8,-0.0439,2.7,8.8,-11.7,-0.8,1.2

From PubChem BioAssay
